Screening data from PubChem.
Smad3 FoxH1 inh: blocks human Smad3 binding to FoxH1 peptide; inhibition, % at 25 µM; TR-FRET Smad3/Dy647-FoxH1 peptide binding, europium anti-His; P84022; 88,000 tested, 0.29% active; AID 630;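 active = compounds that reduce the energy-transfer binding signal between the protein and its labelled peptide by more than half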;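 note: 0% = Smad3 plus labelled peptide maximal FRET and 100% = peptide-only background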
MT1-MMP txn act: MT1-MMP promoter transcription activation; HT1080 MT1-MMP promoter luciferase reporter, luminescence, overnight; hits give high values; activation factor at 10 µM; 86,000 tested, 0.16% active; AID 750;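 active = activation factor of at least 2 for MT1-MMP transcription at 10 µM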
CD11b adhes inh: CD11b/CD18-fibrinogen binding inhibition | K562 CD11b/CD18 adhesion to fibrinogen, ATPlite luminescence; Mn2+ added to activate the integrin | P05107+P11215 | inhibition, % at 10 µM | 93,000 tested, 0.54% active | AID 1497;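 active = primary inhibition of 50% or more at 10 µM, then 40% or more on retest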; note: some results filed as inactive read as strong as hits
Mac1 fbg enh: CD11b/CD18-fibrinogen binding enhancement | P05107+P11215 | K562 CD11b/CD18 adhesion to fibrinogen, ATPlite luminescence | activation, % at 10 µM | 93,000 tested, 0.07% active | AID 1499;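 active = 10 µM primary screen giving 50% or more activity, confirmed by 40% or more on retest at that dose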; note: strong numbers were not always called active; reference of the scale not given here
Calb biofilm kill: kills Candida albicans biofilms. 85,000 tested, 0.14% active. AID 834. inhibition, % at 6 µM. C. albicans biofilm + clotrimazole, Alamar Blue;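 active = inhibition above 20%; inactive = inhibition below 20%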;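 note: preformed 24 hr biofilms exposed to compound for 48 hr; 0% = biofilm without compound and 100% = blank killed by clotrimazole plus chlorhexidine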
ERb coact inh: ER-beta (human) coactivator binding inhibition. AID 633. Q92731. 86,000 tested, 1.3% active. TR-FRET ER-beta LBD / SRC1-Cy5 peptide binding; receptor agonist-loaded with 1 µM estradiol. inhibition, % at 25.6 µM;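 active = compounds whose percent inhibition of the receptor-coactivator binding signal exceeds about 50% in the single-dose screen, limit read from the data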;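 note: 0% = receptor plus peptide wells without compound and 100% = peptide-only wells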
Target sequence (Q92731 whole entry, looked up, the tested form may be a part): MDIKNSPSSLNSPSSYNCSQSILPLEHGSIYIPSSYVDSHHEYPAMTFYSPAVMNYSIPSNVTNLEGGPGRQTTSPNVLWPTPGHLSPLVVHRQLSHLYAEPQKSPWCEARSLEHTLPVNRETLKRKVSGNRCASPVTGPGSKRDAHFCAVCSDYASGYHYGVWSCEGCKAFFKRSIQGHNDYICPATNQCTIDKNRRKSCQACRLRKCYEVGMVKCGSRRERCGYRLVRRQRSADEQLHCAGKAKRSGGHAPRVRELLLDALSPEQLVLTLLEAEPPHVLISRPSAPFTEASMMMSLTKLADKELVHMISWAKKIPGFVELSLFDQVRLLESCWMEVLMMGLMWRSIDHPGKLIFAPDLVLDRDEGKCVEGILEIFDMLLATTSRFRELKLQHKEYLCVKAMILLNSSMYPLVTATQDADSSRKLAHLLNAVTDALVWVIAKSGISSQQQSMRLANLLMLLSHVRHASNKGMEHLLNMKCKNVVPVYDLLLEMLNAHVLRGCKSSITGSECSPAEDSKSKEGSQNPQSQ
sEH inhibitor: inhibitors of human soluble epoxide hydrolase | AID 707 | inhibition, % at 2 µM | recombinant human sEH enzymatic activity assay | P34913 | 91,000 tested, 0.34% active; in the data active = inhibition above about 80%; note: values of inactives mirror those of a sister screen read the other way; many of its hits are not listed in these tables
Target sequence (P34913 whole entry, looked up): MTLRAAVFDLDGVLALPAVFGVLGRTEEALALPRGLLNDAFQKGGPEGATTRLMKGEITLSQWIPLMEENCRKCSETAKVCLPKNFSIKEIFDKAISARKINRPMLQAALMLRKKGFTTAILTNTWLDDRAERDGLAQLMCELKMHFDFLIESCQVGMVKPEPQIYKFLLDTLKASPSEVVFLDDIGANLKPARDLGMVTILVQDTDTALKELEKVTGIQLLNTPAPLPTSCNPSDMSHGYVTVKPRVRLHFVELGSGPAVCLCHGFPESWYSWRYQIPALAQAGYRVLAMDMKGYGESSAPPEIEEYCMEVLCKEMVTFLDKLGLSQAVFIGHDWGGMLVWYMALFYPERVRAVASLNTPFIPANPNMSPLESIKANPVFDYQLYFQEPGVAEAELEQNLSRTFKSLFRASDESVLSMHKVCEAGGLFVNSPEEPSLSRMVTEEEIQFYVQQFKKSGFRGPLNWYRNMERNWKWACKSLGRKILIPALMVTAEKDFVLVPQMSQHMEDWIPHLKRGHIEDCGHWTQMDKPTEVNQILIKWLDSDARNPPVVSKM
sEH act: activators of human soluble epoxide hydrolase. 91,000 tested, 0.04% active. P34913. activation, % at 2 µM. AID 717. purified human sEH enzymatic activity, activator screen; in the data active = activation above about 37%; note: values of inactives mirror those of a sister screen read the other way
ERa coact pot: enhances coactivator binding to human estrogen receptor alpha | AID 639 | TR-FRET ERalpha-LBD/SRC-Cy5 coactivator binding, 2 h; 100 = basal binding, no effect | coactivator binding (% of control), % at 25.6 µM | 86,000 tested, 1.3% active | P03372; in the data active = activity above about 200%;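 note: binding measured in presence of low estradiol as agonist stimulus; 0% = peptide alone without receptor and 100% = receptor with peptide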
Active calls of the source: *; . = not tested or not shown; [ ] = another dose, or the depositor's remark. The list is partial. The share of hits here may be higher or lower than overall.

Structure	Mac1 fbg enh	MT1-MMP txn act	ERa coact pot	Calb biofilm kill	sEH inhibitor	ERb coact inh	Smad3 FoxH1 inh	CD11b adhes inh	sEH act
COc1ccc(/C=N\NC(=O)COc2ccc(C(C)(C)C)cc2)cc1Cn1nc(C)cc1C	3	.	.	.	3	.	.	13	0
Cn1c(=O)cc(OCCCC(=O)NCc2ccco2)c2ccccc21	6	1.2	.	.	0	.	.	-38	3
O=C(O)c1ccc(CSc2nnc(-c3ccco3)o2)cc1	0	1.1	113	1	-9	-16	2	-6	10
N#CCSc1nccc(-c2cc(Cl)sc2Cl)n1	3	1	140[fluorescence artefact?]	5	4	-1[fluorescence artefact?]	3	-5	-7
CC(=O)C1C(c2ccncc2)NC(=O)NC1(O)C(F)(F)F (stereo unspecified)	.	1.1	104	1	-1	-7	-6	.	1
c1csc(-c2csc(-c3cccs3)n2)c1	-3	1.4	143	2	-6	-3	9[fluorescence artefact?]	1	6
NS(=O)(=O)c1cccc(NC(=O)Cn2cnc3ccccc3c2=O)c1	-7	.	.	.	-23	.	.	-2	20
Cc1cc(N2CCC(C)CC2)n2nc(C)c(-c3ccccc3)c2n1	2	1	118	0	-1	-5[fluorescence artefact?]	0	13	3
COc1ccc(NC(=O)CSc2n[nH]c(N)n2)c([N+](=O)[O-])c1	-5	.	.	.	2	.	.	10	1
CCOCCOCN(C#N)c1nc(OC)nc(N(C)C)n1	-2	1.1	98	7	.	-27[fluorescence artefact?]	10	-11	.
O=C(NCCO)c1ccc2c(c1)S(=O)(=O)c1ccccc1C2=O	-1	1	92[fluorescence artefact?]	6	-8	-2	-7[fluorescence artefact?]	-24	6
Cc1ccc(NC(=O)C2C3C=CC4(CN(Cc5cccnc5)C(=O)C24)O3)cc1F (stereo unspecified)	1	1.1	83	14	.	19[fluorescence artefact?]	-12	-14	.
CCCC(C)NC(=O)c1cc(Cl)ccc1OC (stereo unspecified)	-3	1.1	103	7	-2	-3	-6	12	0
CCOC(=O)C1CCN(CC(=O)Nc2c(C(=O)OC)[nH]c3cccc(Cl)c23)CC1	0	1.1	106	5	-21	3[fluorescence artefact?]	0	-10	19
COc1ccccc1CNc1cc(CSc2ccc(Cl)cc2)nc(C)n1	3	1.1	92	0	-13	10	12	-18	12
O=C(OCCNc1ncc(C(F)(F)F)cc1Cl)c1ccc(S(=O)(=O)N2CCOCC2)cc1	2	1.2	93	.	-6	5	-1	0	8
CC(=O)N1CCN(C2=NC(=O)C(=C3CCCCC3)S2)CC1	.	1.3	119	4	0	-1	8	.	0
Cc1c(N=C2Nc3cccc4cccc2c34)c(=O)n(-c2ccccc2)n1C	-1	1.1	95[fluorescence artefact?]	1	.	14[fluorescence artefact?]	6	5	.
Cc1ccc(NC(C#N)c2ccccc2OCc2ccccc2)cc1 (stereo unspecified)	7	.	.	.	0	.	.	10	2
CCn1c(SCC(=O)Nc2ccc3c(c2)c2ccccc2n3CC)nnc1-c1ccco1	.	0.9	83[fluorescence artefact?]	2	9	49[fluorescence artefact?]	11	.	-7
CCCCC(=O)Nc1nc(C)c(-c2csc(Nc3ccccc3OC)n2)s1	2	.	.	.	17	.	.	7	-16
CCOC(=O)c1cc2ccccc2n1CCN(CC)CC	-3	1.1	102	0	-28	-6	1	-6	24
COc1cccc(C(=O)Nc2c3c(nn2-c2ccccc2C)CS(=O)C3)c1OC (stereo unspecified)	-2	1.2	124	4	-3	-11[fluorescence artefact?]	4	-12	4
O=C(Nc1ccccc1)N1CCCC1	5	.	99	2	5	4	19[fluorescence artefact?]	-35	-5
COc1ccc(CCNC(=O)COc2ccc(S(=O)(=O)N3CCOCC3)cc2)cc1OC	-4	1.1	95	5	.	-7	0	26	.
CC1CCN(C(=O)CSc2ccc3nnc(-c4ccc(F)cc4)n3n2)CC1	.	1	106	8	.	-4	11	.	.
Nc1nc(SCc2ccc(Cl)cc2Cl)ns1	.	1.5	59	7	-12	-2	4	.	12
CCOC(=O)C1CCCN(CC(=O)NC2CC2)C1 (stereo unspecified)	-5	1	110	4	.	-4	7	1	.
COc1ccc(CNC(=O)C(NC(C)=O)C(=O)Nc2ccc(OC)cc2)cc1 (stereo unspecified)	0	.	.	.	7	.	.	-1	-4
O=c1[nH]c(Cc2ccccc2)nc2c1oc1ccccc12	-4	1.2	136[fluorescence artefact?]	7	4	12[fluorescence artefact?]	31[fluorescence artefact?]	8	-4
CCCc1cc(=O)[nH]c(SCC(=O)N(CC)C2CCS(=O)(=O)C2)n1 (stereo unspecified)	0	1.2	106	5	1	5	10	-13	-1
NC(=O)CSc1nnc(COc2ccccc2)n1C1CCCCC1	-3	1.1	123	10	3	1	-2	-10	-6
O=S1(=O)N=CN(Cc2cccc(F)c2)c2ccccc21	1	1.3	114	-4	5	-1[fluorescence artefact?]	3	-13	-5
CCOC(=O)N1CCN(C(=O)C2c3cc(OC)c(OC)cc3C(=O)N3CCc4ccccc4C23)CC1 (stereo unspecified)	2	1	116	5	4	-1	14[fluorescence artefact?]	-9	-3
O=C(Cn1nc(Cl)nc1Cl)Nc1ccccc1	-1	1.2	122	9	.	-1	7	-1	.
COc1ccc(-c2cc(C(=O)Nc3c(C)nn(Cc4ccccc4Cl)c3C)no2)cc1OC	-3	1	90	10	.	8[fluorescence artefact?]	18	0	.
O=C(c1cnc2sccn2c1=O)N1CCCc2ccccc21	0	1.3	92	2	.	15	11	-8	.
COc1cc(NC(=O)C(F)(F)F)cc(OC)c1	-3	1.2	120	6	-3	-1	3	-15	4
Cn1c(NC(=O)C2CC2)cc(=O)n(C)c1=O	-4	1.1	92[fluorescence artefact?]	6	-3	3	-15	11	7
CCC(=O)N1CCc2cc(OC)c(OC)cc2C1COc1ccc(C(=O)OC)cc1 (stereo unspecified)	3	1.1	114	9	-16	3	4	1	15
O=C(CSc1nc2c(c(=O)n1-c1ccc(Cl)cc1)SCC2)N1CCCC1	-3	1.1	93	4	.	-14	7	3	.
O=C(c1ccccc1)N1CCN(Cc2ccccc2Br)CC1	-4	1.1	113	8	-1	-10	1	-21	4
CCOC(=O)c1c(N)sn(-c2ccccc2)c1=S	-4	1	590*[fluorescence artefact?]	8	-11	-2	-3	-12	15
CCOc1ccc(NC(=O)CN2C(=O)C3CCCN3C2=O)cc1 (stereo unspecified)	-7	1	73[fluorescence artefact?]	3	-5	-11	3	1	4
CCCC(=O)Nc1cccc(NC(=O)c2ccc3c(c2)OCCO3)c1	1	1.5	112[fluorescence artefact?]	-2	5	-1	-1	-8	-5
CC(C)CCNC(=O)C1CCN(C(=O)N(C)C)CC1	-1	1.2	99	0	3	3	3	-8	-2
N#C/C(=C\c1ccc(O)c(O)c1)S(=O)(=O)c1ccccc1	-8	1.1	.	.	6	.	.	82*	-6
O=S1(=O)N=C2CCCN2C(c2ccc(F)cc2)N1 (stereo unspecified)	4	1.1	94	5	-13	-1	5	-2	14
C#CC[N+](C)(C)C(C#Cc1ccccc1)CC=C (stereo unspecified)	1	.	.	.	-2	.	.	-23	3
COc1ccc(-n2c(C)c(C(C)=O)c(C(C)=O)c2C)cc1OC	-3	1	131	3	12	0	-1	-14	-8
CCOC(=O)C(NC(=O)c1ccccc1)(OCC1(CC)COC1)C(F)(F)F (stereo unspecified)	.	1.2	97	-1	5	-10	-7	.	-6
COc1ccc2c(c1OC)C(=O)N(c1ccccn1)C2	-3	1.2	85	5	-8	2	3	-20	8
CS(=O)(=O)N(CC(=O)Nc1ccc(F)cc1F)c1cccc([N+](=O)[O-])c1	2	.	.	.	1	.	.	-17	-3
Cc1ccccc1Cn1ccc(NC(=O)c2nc3ncccn3n2)n1	-3	1.4	99	3	10	-11	-3	-7	-6
Cc1ccc2[nH]c3c(NCc4ccco4)ncnc3c2c1	-7	1.9	81	8	-7	26	-5	76*	7
COC(=O)COc1ccc(S(=O)(=O)NCC2CCCO2)cc1Cl (stereo unspecified)	4	1.2	91	9	-16	-6	-2	-4	22
CC(=O)N(/N=C1\Sc2ccccc2C1=O)c1ccc(C)cc1C	-8	.	72	7	12	9	1	24	-9
COc1cccc(C2CC(c3ccccc3Cl)n3ncnc3N2)c1 (stereo unspecified)	-2	0.9	120	10	.	-3	5	6	.
COc1cccc(C2/C(=C(/O)c3ccc(C)cc3)C(=O)C(=O)N2Cc2ccco2)c1 (stereo unspecified)	1	1	99	11	.	10	9[fluorescence artefact?]	-1	.
COC(=O)Nc1c(C(=O)OC)cc(OC)c(OC)c1OC	-1	1.1	76	7	-1	7	13	-12	0

A draw from above in order of formula weight, highest first.
Structure	Mac1 fbg enh	MT1-MMP txn act	ERa coact pot	Calb biofilm kill	sEH inhibitor	ERb coact inh	Smad3 FoxH1 inh	CD11b adhes inh	sEH act
COC(=O)COc1ccc(S(=O)(=O)NCC2CCCO2)cc1Cl (stereo unspecified)	4	1.2	91	9	-16	-6	-2	-4	22
CCOc1ccc(NC(=O)CN2C(=O)C3CCCN3C2=O)cc1 (stereo unspecified)	-7	1	73[fluorescence artefact?]	3	-5	-11	3	1	4
COc1ccc2c(c1OC)C(=O)N(c1ccccn1)C2	-3	1.2	85	5	-8	2	3	-20	8

Next section.
Structure	Mac1 fbg enh	MT1-MMP txn act	ERa coact pot	Calb biofilm kill	sEH inhibitor	ERb coact inh	Smad3 FoxH1 inh	CD11b adhes inh	sEH act
CSCC[C@H](NC(=O)OC(C)(C)C)C(=O)N1CCC(C(=O)N[C@H](C(=O)O)C(C)C)CC1	-3	1.2	117	8	-6	-10[fluorescence artefact?]	7	-9	4
CC(=O)c1ccc(N2CCN(C(=O)c3cc4c(=O)n(C)c5ccccc5c4n3C)CC2)cc1	.	1.1	168[fluorescence artefact?]	6	.	2	-15	.	.
Cc1occc1C(=O)Nc1ccccc1C(=O)O	-4	1.2	138	4	-7	-22	3	2	7
O=c1c2ccccc2cnn1-c1nc2ccccc2s1	.	0	106	7	.	-1	-2[fluorescence artefact?]	.	.
CC1(C)CC(=O)C=C(Nc2cc(-c3ccccc3)[nH]n2)C1	3	1.1	112	10	.	-7[fluorescence artefact?]	4	-2	.
COc1ccc(S(=O)(=O)N2CCC(C(=O)N3CCCCC3)CC2)cc1OC	.	0.9	98	6	.	-20	8	.	.
CCOC(=O)Cn1c(=N)n(Cc2ccccc2)c2ccccc21	-4	1	.	.	14	.	.	-11	-14
CCc1nnc(NC(=O)CCC(=O)N2CCN(CCc3ccccc3)CC2)s1	-1	1.1	108	4	.	-20[fluorescence artefact?]	-14	-5	.
Cc1ccc(N(CC(O)CN2CCOCC2)S(=O)(=O)c2ccc3ccccc3c2)cc1 (stereo unspecified)	-2	1.1	101	-2	2	-4	-6	12	-3
O=C(Nn1cnnc1)c1cc2c(s1)CCCCC2	-2	.	89	2	-8	21	-1	11	8
O=C(CN1CCSCC1)N/N=C/c1ccc(F)c(F)c1	-2	.	107	-2	24	-5	-1	-7	-24
CC1CCC(C(=O)NC(C(=O)NCCCN2CCOCC2)C(C)C)CC1 (stereo unspecified)	-3	1.1	114	5	4	-8	6	-6	-4
COc1cc2c(cc1OC)C(c1ccc3c(c1)OCO3)C1=C(CC(C)(C)CC1=O)N2 (stereo unspecified)	.	1.1	97[fluorescence artefact?]	10	-7	11	13	.	7
COc1ccc(OC)c(C2C(C(=O)Nc3nc4ccccc4s3)=C(C)NC3=C2C(=O)CCC3)c1 (stereo unspecified)	-1	.	.	.	-6	.	.	12	8
